Assay outcomes: PubChem, several laboratories
MOR-DOR ag – agonists of OPRM1-OPRD1 heterodimerization, primary screen, cell-based, luminescence; actives 0.3% (n = 340,000); AID 504326, 2011; cells; Mu-type opioid receptor (Homo sapiens) + Delta-type opioid receptor (Homo sapiens), …; activation, % at 9.3 µM; in the data active = activation above about 18%;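 also: 0% = vehicle-treated cells and 100% = reference agonist; values of inactives mirror those of a sister screen read the other way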
Target sequence (P35372 whole entry, looked up): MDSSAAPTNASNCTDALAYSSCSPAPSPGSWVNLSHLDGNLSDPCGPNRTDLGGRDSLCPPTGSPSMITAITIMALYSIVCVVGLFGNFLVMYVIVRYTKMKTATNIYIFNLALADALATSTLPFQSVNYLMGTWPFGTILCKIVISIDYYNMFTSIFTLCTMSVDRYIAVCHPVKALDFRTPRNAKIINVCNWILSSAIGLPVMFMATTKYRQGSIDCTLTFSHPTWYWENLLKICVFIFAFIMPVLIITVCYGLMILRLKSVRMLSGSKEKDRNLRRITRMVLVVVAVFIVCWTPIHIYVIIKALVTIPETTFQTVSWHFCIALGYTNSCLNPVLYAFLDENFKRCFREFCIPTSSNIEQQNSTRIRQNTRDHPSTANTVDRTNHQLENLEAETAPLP
Target sequence (P41143 whole entry, looked up): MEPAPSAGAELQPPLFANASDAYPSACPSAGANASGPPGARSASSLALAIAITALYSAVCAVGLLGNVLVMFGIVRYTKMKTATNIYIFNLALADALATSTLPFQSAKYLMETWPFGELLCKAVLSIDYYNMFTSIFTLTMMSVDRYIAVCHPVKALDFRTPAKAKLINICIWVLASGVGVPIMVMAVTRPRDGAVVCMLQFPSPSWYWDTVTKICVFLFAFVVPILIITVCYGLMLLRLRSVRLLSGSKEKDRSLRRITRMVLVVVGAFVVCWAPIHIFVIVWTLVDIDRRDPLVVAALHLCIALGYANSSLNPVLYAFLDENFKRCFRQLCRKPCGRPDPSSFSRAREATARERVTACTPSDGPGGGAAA
HTR5A ag ctr – HTR5A agonists in luminescence cell assay, primary screen, counter-screen for OPRM1-OPRD1 heterodimer agonist project, full-deck HTS | activation, % at 9.3 µM | cell-based | actives 0.61% (n = 340,000) | AID 504692, 2011 | 5-hydroxytryptamine receptor 5A (Homo sapiens), P47898; in the data active = activation mostly above about 9.5%, no sharp cut-off; inactive = mostly below about 7.6%;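 also: 0% = cells with vehicle only and 100% = reference agonist; strong numbers were not always called active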
AddAB inh – growth inhibition of E. coli expressing H. pylori AddAB, primary screen, AddAB inhibitor project, absorbance; inhibition, % at 11.9 µM; actives 0.29% (n = 330,000); AID 435030, 2010; in the data active = inhibition above about 12%;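 also: 0% = vehicle wells of infected cells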
HTR5A inv ctr – HTR5A inverse agonists in luminescence cell assay, primary screen, counter-screen for OPRM1-OPRD1 heterodimer inverse agonist project, full-deck HTS. 5-hydroxytryptamine receptor 5A (Homo sapiens), P47898. HTR5A cell line, inverse agonism. inhibition, % at 9.3 µM. actives 0.083% (n = 340,000); in the data active = inhibition mostly above about 23%, no sharp cut-off; inactive = mostly below about 18%;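 also: 0% = cells with DMSO and 100% = no-cell wells with DMSO; some compounds called inactive have numbers as strong as hits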
OPRM1-OPRD1 inv – inverse agonists of MOR-DOR heterodimerization, primary screen, cell-based, luminescence. AID 504357, 2011. cell-based MOR-DOR heterodimer luminescence, inverse agonism. Mu-type opioid receptor (Homo sapiens) + Delta-type opioid receptor (Homo sapiens), …. actives 0.21% (n = 340,000). inhibition, % at 9.3 µM; in the data active = inhibition above about 22%, passing the limit was not always enough;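 also: 0% = cells with DMSO and 100% = wells without cells with DMSO; values of inactives mirror those of a sister screen read the other way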
DSG3 Ab inh – inhibitors of pemphigus antibody binding to DSG3, primary screen, biochemical, bead-based, flow cytometry, scFv-GFP. actives 0.48% (n = 310,000). DSG3-coupled beads, scFv-anti-DSG3-GFP binding; hits give low values. binding (percent of control), % at 10 µM. Desmoglein-3 (Homo sapiens), P32926;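 active = binding more than 3 SD below its plate's average and above zero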;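 also: hits lower antibody fragment binding to DSG3; some compounds called inactive have numbers as strong as hits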
E coli growth – E. coli V3065 growth inhibition, primary screen, counter-screen for AddAB inhibitor project, absorbance, OD600 | inhibition, % at 11.9 µM | actives 0.27% (n = 330,000) | 18 h;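 active = inhibition above the campaign's mean inhibition across all tested compounds plus 3 SD, cut at about 9.9% in these data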;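 also: uninfected addAB+ strain grown without phage in ampicillin broth; 0% = DMSO wells and 100% = ciprofloxacin 0.95 µg/ml wells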
phage Ecoli inh – growth loss of phage-infected E. coli, primary screen, RecBCD inhibitor project, absorbance, with phage, HTS | actives 0.26% (n = 360,000) | inhibition, % at 11.9 µM; in the data active = inhibition above about 11%
PfHsp90 yeast 2 – growth inhibition of PfHsp90-expressing yeast, primary screen, antimalarial PfHsp90 inhibitor project, S. cerevisiae, BacTiter-Glo luminescence, single point, set 2; BacTiter-Glo ATP, 48 h; yeast lacking PDR1 and PDR3 efflux regulators; inhibition, % at 9.4 µM; actives 0.32% (n = 310,000); AID 504621, 2011;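 active = every replicate shows inhibition above about 80%, whatever the replicate mean, limit read from the data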;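 also: 0% = DMSO neutral controls and 100% = 20 µM radicicol positive controls; yeast relying on Plasmodium falciparum Hsp90 in place of its own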
PKA-R1A act – activators of PKA-R1A holoenzyme, primary screen, biochemical, fluorescence polarization, Cy5-IP20, bovine R1A, mouse PKAc | cAMP-dependent protein kinase type I-alpha regulatory subunit (Bos taurus) + … | PKA-R1A dissociation; scaled: DMSO 0%, 113 µM cGMP 100% | activation, % at 11.4 µM | actives 0.083% (n = 340,000) | AID 504707, 2011;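 active = percent activation above the mean of all tested compounds plus 3 SD, cut at about 19% in these data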;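 also: higher means more PKAc released from R1A so a rise in polarization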
SUMO Mot1 rescue – yeast Mot1-301 growth rescue at high temperature, primary screen, SUMOylation pathway inhibitor project, S. cerevisiae, ATP luminescence, 38.5C; S. cerevisiae Mot1-301 growth rescue; percent above DMSO median, 100 means doubled; growth rescue, % at 18.8 µM; actives 1% (n = 320,000); AID 2716, 2010;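 active = every valid replicate shows activation above 250% relative to neutral control wells; inactive = the rest, any valid replicate at or below 250%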;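 also: OY570 slx delta 5 strain wells were the positive control but not used for scaling; some compounds called inactive have numbers as strong as hits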
An asterisk follows results filed as active; . = not tested or not shown; & = joins results of further samples. Compounds were not picked by outcome. Share with any hit: about 3.2%.

SMILES	MOR-DOR ag	HTR5A ag ctr	AddAB inh	HTR5A inv ctr	OPRM1-OPRD1 inv	DSG3 Ab inh	E coli growth	phage Ecoli inh	PfHsp90 yeast 2	PKA-R1A act	SUMO Mot1 rescue
COCC(=O)Nc1c(I)c(C(=O)NCC(O)CO)c(I)c(C(=O)N(C)CC(O)CO)c1I (configuration not stated)	-1.7	0.8	2.6	-23.2	9.5	113.0	0.5	3.6	19.6	4.9	317.6
CCOC(=O)C1CCN(C(=O)c2ccc3c(c2)NC(=O)/C(=C/c2ccccc2)S3)CC1	3.5	-2.5	2.4	9.5	-17.3	106.1	-3.8	1.9	6.1	2.3	404.8*
CCCCn1c(N)c(N(CC(C)C)C(=O)CSCC(=O)Nc2ccc(C)cc2)c(=O)[nH]c1=O	-3.0	11.4	3.5	-29.0	12.0	.	2.6	1.8	-3.8	1.6	-11.0
Cc1ccc(N2CC(C(=O)Nc3nnc(SCC(=O)NCC4CCCO4)s3)CC2=O)cc1C (configuration not stated)	-3.1	-3.1	-1.5	1.2	17.4	100.3	-0.4	-2.1	-6.4	-7.3	4.9
Cc1cccc(N2CCN(C(=O)COc3ccc4ccc(=O)oc4c3)CC2)c1C	-2.0	-2.1	2.2	7.9	9.8	108.0	-1.7	1.3	3.8	0.5	-8.0
COC(=O)Nc1ccc(C)cc1NC(=O)OC	-1.4	9.8	2.0	-26.2	8.3	.	1.4	3.6	13.4	0.3	7.5
CC(C)(C)c1ccc(OCC(=O)NCc2ccco2)c(Br)c1	-0.6	3.9	0.9	-12.0	3.8	.	-2.0	5.0	-24.1	4.5	34.7
O=C1C=C(c2ccc(Cl)cc2)C(=O)N1Nc1ccccc1	1.5	5.4	2.8	-29.8	-6.2	110.2	-0.7	3.4	134.3*	-12.5	146.1
COc1ccc(CN=C2NN=C(c3ccc(Cl)cc3)CS2)cc1	-2.3	-0.5	-9.1	1.4	10.5	.	0.9	-1.2	20.1	-6.1	5.2
CNc1ccc(Br)cc(C(=O)/C=C/c2cccc(OC)c2)c1=O	1.8	4.1	7.1	-10.4	-9.6	88.6	-0.3	2.4	0.6	-3.2	-23.5
CCc1ccc(/C=C2\SC(=S)N(CCCC(=O)Nc3ccccn3)C2=O)cc1	-1.6	6.0	-1.9	0.2	8.8	106.6	-2.4	1.8	3.9	0.6	0.8
CN(C)S(=O)(=O)c1cccc(NC(=O)COC(=O)c2ccc(Br)o2)c1	-1.8	2.5	-2.5	-4.6	10.7	92.4	-3.4	2.5	-6.2	7.9	-7.8
CCOC(=O)C1=C(N)OC2=C(C(=O)CC(C)(C)C2)C1c1ccccc1OC (configuration not stated)	-3.3	-0.9	4.4	-10.5	15.3	93.4	0.8	4.5	9.2	-21.6	-12.8
COc1cc(OC)cc(C(=O)NCC(=O)OCC(=O)N2CCc3ccccc32)c1	-2.6	0.9	1.5	21.4	14.2	90.7	-1.1	1.2	1.8	-1.9	-6.5
O=C(NC1CCN(S(=O)(=O)c2ccc(F)cc2)CC1)c1ccc(F)cc1	-2.0	7.5	0.0	-20.7	10.5	111.7	3.2	-1.9	-9.7	-10.6	-6.0
COc1ccc(OC)c(/C=N/NC(=O)c2csc3ccccc23)c1	-2.7	-1.2	4.7	-19.5	11.0	.	-0.2	2.5	-22.3	-1.0	3.0
O=C(CN1CCOc2ccccc21)NC1CCCCCCC1	-0.3	-1.0	3.4	2.8	1.5	107.1	1.8	3.3	.	-1.8	-6.4
Cn1c(SCC(=O)N2CCOCC2)nnc1-c1cnccn1	0.2	0.4	1.7	10.2	-1.1	95.6	0.0	3.0	8.5	8.5	5.9
Cc1c(C(=O)N2CCCCC2)sc(NC(=O)C2CC2)c1C#N	0.1	9.3	1.6	-24.0	-0.8	103.7	-0.6	1.6	12.3	-7.2	-5.2
O=C(COC(=O)C1CCC1)Nc1ncc(Cl)cc1Cl	-3.1	0.2	2.7	-0.5	17.2	104.1	-1.8	-0.3	-12.6	-5.0	-2.0
O=C1N(CN2C(=O)C3(OCCO3)c3ccccc32)c2ccccc2C12OCCO2	0.1	-2.0	3.8	-0.5	-0.3	103.3	1.0	1.4	-10.2	2.5	-28.0
O=[N+]([O-])c1ccc(CN2CCN(c3ccc(F)cc3)CC2)o1	-1.7	-0.1	.	0.3	7.8	108.0	.	-1.2	-3.6	-2.6	18.1
CCOc1ccc(-n2cc(C(=O)NC(C)C)c3cc(OC)c(OC)cc3c2=O)cc1	-2.3	-1.0	0.2	8.7	13.2	95.2	-2.7	2.9	.	6.9	-26.7
O=C(/C=C/c1ccccc1[N+](=O)[O-])c1ccccc1Br	1.5	-1.4	-1.9	-1.8	-8.2	99.8	-0.9	0.9	103.5*	-3.5	36.1
COC(=O)COc1ccc2oc(=O)cc(C)c2c1	-3.0	-3.4	1.7	-5.9	13.6	119.9	-0.8	1.3	23.3	-4.9	338.6
CCCCCC(=O)Nc1cc(S(=O)(=O)O)cc2cc(S(=O)(=O)O)cc(O)c12	1.5	0.0	.	0.0	-7.4	.	.	0.9	-8.9	0.8	.
O=C(NC1CCCC1)C1CCN(C(=O)c2ccc(Cl)cc2Cl)CC1	0.8	-0.6	3.6	1.8	-6.8	94.4	0.6	1.4	11.1	-1.5	90.2
CN(Cc1ccccc1)C(=O)c1nc[nH]c1C(=O)N1CCN(C(=O)OC(C)(C)C)CC1	-2.3	2.2	-1.3	-22.0	12.7	105.6	1.8	1.9	.	-2.8	-1.6
Cn1c(=O)oc2ccccc2c1=O	-1.3	2.4	.	-8.4	6.9	92.5	.	0.1	.	8.8	.
O=C(COC(=O)c1ccccc1Cc1ccccc1)Nc1ccc(SC(F)F)cc1	3.3	6.2	3.5	12.7	-17.6	95.1	-1.2	3.8	-0.6	-8.0	23.8
CCOC(=O)C(C)Oc1cccc2c(=O)n(CC(=O)NCc3ccc4c(c3)OCO4)ccc12 (configuration not stated)	-1.0	12.0*	-2.8	-19.5	6.0	99.5	-0.8	1.8	-21.6	4.0	19.6
O=S(=O)(c1ccc2c(c1)CCN2)N1CCCC1	-1.5	13.3	1.5	-36.8	6.3	110.5	-1.6	0.1	-0.3	-19.1	-20.9
CC1(C)NC(=O)N(CC(O)CN2CCOCC2)C1=O (configuration not stated)	-3.1	-0.7	-0.6	-8.8	15.2	100.8	1.3	2.2	1.3	-1.9	-5.9
COc1ccc(NC(=O)C2C3CCC(O3)C2C(=O)O)c(C)c1 (configuration not stated)	-3.3	-8.1	4.3	19.8	16.6	97.5	-1.6	2.1	1.4	2.2	2.6
CCOc1ccc(OCCCC(=O)N(C)CC(=O)Nc2ccccc2Br)cc1	-1.9	-2.2	0.4	8.0	10.1	89.5	-1.7	-1.4	.	-3.3	6.1
CC(=O)Nc1ccc(S(=O)(=O)N(C)CC(=O)N(C)Cc2sccc2C)cc1	0.7	3.1	2.2	8.6	-2.9	114.1	-1.2	-1.0	.	-23.0	-19.1
COc1ccccc1NC(=O)C(C)N1C(=O)c2ccccc2C1=O (configuration not stated)	-1.1	3.3	-1.5	-12.2	5.0	101.4	-0.7	1.6	8.3	-4.2	18.5
Cc1ccc2c(c1)nnn2C1CCN(CC(=O)NCCc2ccccc2)CC1	-0.7	-0.2	0.6	-19.4	4.1	107.5	2.6	4.0	-0.8	0.4	6.2
COc1ccccc1CNC(=O)c1ccc(C)s1	0.0	6.7	2.7	-18.4	0.0	110.9	4.2	3.0	.	-10.5	2.7
CC(=O)N1N=C(c2ccccc2)CC1c1ccc(F)cc1 (configuration not stated)	-2.6	1.6	-2.2	-5.5	12.8	140.8	-2.7	2.0	10.5	-10.9	-3.4
CC(=O)N1CCc2cc(Br)cc(S(=O)(=O)NCc3ccccn3)c21	-2.3	-1.9	-0.3	-2.0	12.3	102.5	0.6	0.5	-9.6	6.3	-13.7
CCc1nnc(NC(=O)Cn2ccc(C(F)(F)F)n2)s1	-2.1	-4.7	0.3	-23.4	12.5	99.0	-2.0	2.9	-10.1	-1.6	6.8
CC(C)C(C(=O)Nc1ncn[nH]1)N1C(=O)c2ccccc2C1=O (configuration not stated)	-0.2	2.0	2.9	2.9	1.2	98.3	-1.2	2.0	-6.1	3.7	2.2
NS(=O)(=O)c1ccc(NC(=O)/C=C/c2ccco2)cc1	-1.3	-0.4	0.9	-8.4	7.2	100.3	0.7	3.5	9.3	-1.6	6.1
O=C(CNC(=O)c1ccc(OC(F)F)cc1)NCC1CCCO1 (configuration not stated)	0.1	6.3	-1.1	-10.0	-0.2	110.0	1.4	-1.6	-16.7	-14.0	1.8
CC(C)CC(=O)NC(=S)Nc1cc(C(=O)O)ccc1Cl	-2.1	2.3	3.2	-6.0	10.8	97.4	1.9	1.4	-88.3	-0.2	1.7
Cc1ccc(N(CC(O)CN2C(=O)NC(C)(C)C2=O)S(=O)(=O)c2ccc([N+](=O)[O-])cc2)cc1 (configuration not stated)	3.5	3.5	3.8	13.9	-18.4	101.0	-0.8	2.7	-5.2	1.0	-49.5
O=C(/C=C/c1ccc([N+](=O)[O-])cc1)Nc1cccnc1	7.9	4.6	1.8	-4.3	-47.9	101.7	0.7	2.6	18.9	0.3	.
Cc1ccc(S(=O)(=O)N(Cc2cccnc2)Cc2cc3ccccc3[nH]c2=O)cc1	-2.3	2.1	1.7	-5.7	12.4	112.1	3.6	3.9	-10.3	0.5	-16.1
COc1ccc2c(C=Nc3c(C)n(C)n(-c4ccccc4)c3=O)c(O)n(Cc3ccco3)c(=O)c2c1	-1.1&0.4	2.8&-1.9	1.0	-18.4&-14.3	6.5&-2.2	103.0&100.3	-1.7	2.1&1.2	-6.5	3.7&-5.5	2.5
CN1CCN(C(=O)c2ccc(CNS(=O)(=O)c3cccc(Cl)c3)cc2)CC1	-4.1	1.5	.	6.9	13.5	107.9	.	0.9	14.1	1.1	43.3
O=S(=O)(c1ccccc1)N1CCC(O)(CSc2ccc(F)cc2)CC1	0.1	0.4	5.0	-1.2	-0.8	103.0	1.5	3.8	10.9	-4.9	10.4
